Screens (PubChem BioAssay)
Nrf2 inh = blocks Nrf2 signaling | 360,000 tested, 2.1% active | Potency, µM (highest dose often 46 µM), for inactives: top-dose activity change, negative = inhibition, actives largely listed as inhibitors | AID 504444 | A549 ARE-Fluc reporter, luciferase luminescence, 18-24 h; further: potency means the concentration at half of the fitted maximal effect; on the % scale 0 is the no-effect control and ±100 the full control effect; nearly all actives have a fitted effect of over 60% in size
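Two sequential reads on A549 ARE_Fluc cells exposed to compound for 18-24 h: a CellTiter-Fluor fluorescence read for viability, then a luciferase luminescence read for Nrf2/ARE activity.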
Nrf2 activator = activators of Nrf2 (ARE) signaling | AREc32 ARE-luciferase reporter (MCF7-derived line), luminescence, 24 h | 410,000 tested, 0.31% active | AID 624171 | Potency, µM (series often up to 46.1 µM), inactives show at the top dose activation, actives largely listed as activators; further: potency means the concentration at half of the fitted maximal effect; % of control where 0% means no effect; nearly all actives have a fitted effect of over 65% in size
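AREc32 cells carrying an ARE-driven firefly luciferase reporter were seeded at 1000 cells/well in OPTI-MEM with 5% FBS, then exposed to compound for 24 hr at 37 deg C. Luminescence was read with Steady-Glo after 30 min at RT.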
HepG2 viability = counter-screen for TGF-b inhibitors: cytotoxicity in HepG2 cells; HepG2 CAGA-GFP viability, ATP luminescence, 18 h; Potency, µM (titrated, usually from 46.1 µM), without a hit: top-dose activity change, negative = cytotoxicity, actives largely listed as cytotoxic; 410,000 tested, 0.76% active; further: potency means the concentration at half of the fitted maximal effect; some results filed as inactive show a strong effect at the top dose
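HepG2 CAGA-GFP cells (1000/well, DMEM with 1% FBS) received compound, then TGF-beta at 500 pg/mL final, and were incubated 18 hours at 37 degrees C. Viability was read by CellTiter-Glo luminescence. Media-only wells were set as complete cell-killing and DMSO as no toxicity.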
A549 viability = counter-screen for Nrf2 inhibitors: cytotoxicity in A549 cells. A549 ARE-Fluc cells, CellTiter-Fluor viability, 18-24 h. Potency, µM (top dose mostly 46 µM), without a hit: at the top dose activity change, negative = cytotoxicity, usual class: inhibitors. 390,000 tested, 0.16% active; further: potency means the concentration at half of the fitted maximal effect; on the % scale 0 is the no-effect control and ±100 the full control effect
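A549 ARE_Fluc cells in 5% FBS OPTI-MEM were exposed to compounds in concentration-response for 18-24 h at 37 deg C. Viability was read by CellTiter-Fluor fluorescence (Ex 405/Em 525) after 30 min, before the luciferase read.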
pAkt inh = inhibitors of Akt phosphorylation | Neuro2A IGF-stimulated pAkt S473 HTRF, 20 min; hits give low values | activity change, % for hits at 50 µM | 360,000 tested, 0.32% active; in the data active means activity change below about -80%; inconclusive means mostly about -51% to -80%; further: on the % scale 0 is the no-effect control and ±100 the full control effect
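Neuro2A cells in DMEM with 0.5% FBS, overnight at 37 deg C, given compound at single 50 µM final, then IGF (6 nM final) for 20 min at 37 deg C. Lysed; phospho-Akt Ser473 by HTRF after 24 h, 665/615 ratio.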
Mm-Cpn inhibitor = blocks the Methanococcus maripaludis chaperonin Mm-Cpn. purified Mm-Cpn ATPase, ADP Transcreener TR-FRET. Potency, µM (titrated, usually from 76.9 µM), for the others: at the highest dose activity, negative = inhibition, most hits filed as inhibitors. 330,000 tested, 0.031% active. AID 504842; further: potency means the concentration at half of the fitted maximal effect; on the % scale 0 is the no-effect control and ±100 the full control effect; nearly all actives have a fitted effect of over 80% in size
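25 nM Mm-CPN + cpd, 10 min 37°C; + 10 uM ATP, 30 min 37°C; buffer 30 mM Tris pH 7.4, 100 mM KCl, 5 mM MgCl2, 1 mM DTT; Transcreener ADP HTRF detection 30 min RT.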
S2 tox = viability counter-screen for ATXN expression inhibitors; S2 cells (HEK-293 line with an ATXN2-luciferase reporter) viability, CellTiter-Fluor protease fluorescence, 24 h; Potency, µM (series often up to 56.7 µM), hits mostly cytotoxic; 400,000 tested, 0.49% active; further: potency means the concentration at half of the fitted maximal effect; nearly all actives have a fitted effect of over 40% in size
TGFb SMAD3 inh = TGF-b pathway inhibition; 410,000 tested, 1.2% active; HepG2 CAGA-GFP TGF-b/SMAD3 reporter, GFP fluorescence, 18 h; TGF-beta stimulated, 500 pg/mL final; Potency, µM (top dose mostly 46.1 µM), for inactives: at the top dose activity, negative = inhibition, usual class: inhibitors; further: potency means the concentration at half of the fitted maximal effect; on the % scale 0 is the no-effect control and ±100 the full control effect; nearly all actives have a fitted effect of over 65% in size
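Inhibition was scored as loss of TGF-beta-induced (500 pg/mL final, 18 hours, 37 degrees C) GFP in HEPG2 cells carrying a CAGA-GFP reporter, in DMEM with 1% FBS. Well GFP was summed per cell; Activity was normalised to unstimulated and stimulated DMSO wells, then concentration-response fitting.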
CCT chaperon mod = modulators of cytosolic chaperonin (CCT/TRiC) activity. purified chaperonin ATPase assay, HTRF ADP detection, 30 min. activity change, % (concentration not given with the values), hits read low. 360,000 tested, 0.3% active; in the data active means activity change below about -30%; further: on the % scale 0 is the no-effect control and ±100 the full control effect
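We incubate TRiC, 40 or 20 nM final, with library compounds at 76 uM and 10 uM ATP for 30 min at 37 °C. ADP formed is detected with Transcreener HTRF reagents after 30 min at room temperature.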
Active calls of the source: *; i = inactive; ? = inconclusive; / = not tested or not shown; [ ] = remark or other dose. Unless noted, the call rests on the fitted dose curve; in most records, active means well fitted curve in the direction sought with a large enough effect; inconclusive means small, poorly fitted or top-dose-only effect, or another doubt; inactive means no such curve, though single readings can be large; an effect the other way counts as inactive or inconclusive.

SMILES	Nrf2 inh	Nrf2 activator	HepG2 viability	A549 viability	pAkt inh	Mm-Cpn inhibitor	S2 tox	TGFb SMAD3 inh	CCT chaperon mod
COc1cc(/C=C2/SC(=O)N(Cc3ccccc3Cl)C2=O)ccc1OCc1ccncc1	-4%	-0.1%	11%	-11%	/	0%	i	8%	-29
CCOC(=O)c1ccccc1NC(=O)c1ccc2nccnc2c1	?	4.7%	-10%	0%	i	2%	?	-1%	-0.7
Cc1ccc(N(CC(=O)NCCSc2ccccc2)S(=O)(=O)c2ccc(F)cc2)cc1	-11%	-3.4%	-114%	-5%	/	/	?	?	/
CC1(C)C(c2ccccn2)=[N+]([O-])C(C)(C)N1O	9%	0.4%	-2%	-4%	i	0%	i	1%	0.4
C=CCN1C(c2cccc(C(F)(F)F)c2)=CS/C1=C(/C#N)c1nnc(N2CCOCC2)n1-c1ccccc1	?	3.3%	-27%	-3%	i	0%	i	?	-8.8
CN(C)C(=O)c1cnc(-c2ccccc2)nc1-c1ccccc1	4%	3.7%	-5%	-3%	i	0%	i	10%	-3.0
CCn1c2ccccc2c2cc(/C=N/NC(=O)c3ccccc3)ccc21	?	0.0%	-55%	-24%	i	-6%	?	?	0.0
COc1ccc(C(=O)N2CCN(CCc3ccccc3)CC2)cc1[N+](=O)[O-]	2%	?	0%	-13%	i	0%	i	-22%	-0.7
CN1CCN(c2ccc(CNS(=O)(=O)c3ccc(F)cc3Cl)cc2)CC1	-4%	-0.1%	6%	7%	i	1%	i	-4%	-1.7
Cc1nn(CC(=O)NCCc2ccc(Cl)cc2)c(C)c1[N+](=O)[O-]	0%	0.4%	6%	-2%	i	0%	i	-1%	-2.0
Cc1cc(C(=O)N2CCN(C(=O)c3ccco3)CC2)ccc1[N+](=O)[O-]	-27%	0.2%	-9%	-1%	i	0%	/	-23%	-2.2
NC1=NC[C@H](c2ccccc2)N1CCc1cccc(F)c1	12%	-0.5%	1%	-6%	i	3%	i	2%	-1.5
CCCc1cc(=O)[nH]c(SCC(=O)Nc2cc3c(cc2C(C)=O)OCO3)n1	11%	-0.8%	-1%	-3%	i	-8%	i	-14%	1.2
O=C(CSc1nnc(SCc2ccccc2)s1)NNC(=S)Nc1ccccc1	-22%	0.5%	4%	0%	i	2%	i	0%	-0.2
COc1cc(C(=O)N/C(=C\c2cn(C)c3ccccc23)C(=O)NCCCn2ccnc2)cc(OC)c1OC	-3%	-0.3%	10%	0%	i	0%	i	11%	0.2
CCCCCNC(=O)C(C#N)c1nc2ccccc2nc1N1CCCC1 (stereo unspecified)	2%	1.8%	-6%	8%	i	-4%	i	158%[activator]	-4.2
COc1ccc2nc(N3CCCC(C(=O)NCCCN4CCN(C)CC4)C3)sc2c1 (stereo unspecified)	11%	3.0%	-18%	2%	i	-1%	i	-4%	-2.5
Cc1cccc(Oc2ncccc2[N+](=O)[O-])c1C	-7%	-0.9%	-3%	-11%	i	/	?	2%	-0.9
CCc1ccc(NC(=O)c2oc3c(c2C)-c2[nH]ncc2CC3)cc1	?	13%	-28%	-1%	/	/	/	0%	/
C=CCn1c(SCc2ccc(OC)cc2)nnc1-c1cccnc1	21%	0.2%	-18%	/	i	0%	i	0%	0.7
CCOC(=O)c1nc(N2CCN(c3ccc(F)cc3)CC2)c2c(C)noc2n1	/	-0.6%	-21%	-1%	/	/	i	-19%	/
N#Cc1c(Cn2cncn2)nc(=O)n(-c2ccccc2)c1N	-13%	0.3%	-14%	1%	i	-2%	i	4%	-0.9
CCCCSc1nnc2c(n1)OC(c1ccc(C)s1)Nc1ccccc1-2 (stereo unspecified)	4%	5.9%	-10%	1%	/	/	/	1%	/
CC(/C=N/NC(=O)c1ccc(CN2c3cccc4cccc(c34)S2(=O)=O)cc1)c1ccccc1 (stereo unspecified)	0%	2.8%	-13%	19%	i	-12%	i	?	-0.1
CC(=O)Nc1ccc(NC(=O)C(C)OC(=O)C(C)SCC(=O)Nc2ccc(C)cc2)cc1 (stereo unspecified)	-1%	-0.4%	2%	0%	i	3%	i	1%	-2.0
Continuation.
SMILES	Nrf2 inh	Nrf2 activator	HepG2 viability	A549 viability	pAkt inh	Mm-Cpn inhibitor	S2 tox	TGFb SMAD3 inh	CCT chaperon mod
CCn1c(C)nnc1SCC(=O)NC1CCCC1	-7%	-0.9%	-47%	-6%	i	0%	i	11%	-1.0
O=C(Oc1ccccc1)c1ccc(-n2cnnn2)cc1	10%	1.4%	-28%	4%	i	0%	i	-8%	1.7
CCCn1c2ccccc2c2cnn(CC(=O)NCCc3ccc(OC)cc3OC)c(=O)c21	13%	-0.2%	-3%	4%	/	/	/	?	/
Cc1cc(NC(=O)CCC(=O)N(CCC(C)C)CC(=O)NCC2CCCO2)no1 (stereo unspecified)	-2%	-0.1%	-6%	-3%	i	0%	i	0%	-2.0
CC(=O)NCCNc1nc(NC(C)C)nc2ccsc12	/	-0.5%	1%	/	i	/	i	-6%	-0.3
CCc1nc(SCC(=O)N2CCc3cc(OC)c(OC)cc3C2)c(C#N)cc1C	8%	-0.6%	-22%	1%	i	/	i	-3%	-3.1
CCOc1ccccc1-c1n[nH]c(=S)o1	/	2.5%	-12%	-2%	i	?	i	17%	0.6
Cc1ccc(C(=O)N2CCN(S(=O)(=O)N3CCOCC3)CC2)cc1	6%	-1.0%[9.22 µM]	-4%	8%	i	-1%	i	3%	0.9
Cc1ccc2c(c1C)OC(=O)CC2(C)C	1%	0.7%	11%	7%	i	0%	i	?	-2.8
CCN(CC)C(=O)CN(c1cccc([N+](=O)[O-])c1)S(=O)(=O)c1ccccc1	16%	0.1%	-5%	0%	i	2%	?	-10%	2.8
COc1ccccc1OCC(=O)NCCCn1ccnc1	6%	0.2%	14%	24%	i	-6%	i	2%	-0.9
O=c1oc(-c2ccccc2[N+](=O)[O-])nc2ccccc12	4%	2.0%	0%	-3%	i	1%	i	16%	-1.7
Cc1nonc1C(=O)N/N=C/c1ccncc1	?	0.0%	-10%	1%	i	-4%	?	-2%	1.0
O=C(NCc1cccs1)c1ccc(CS(=O)Cc2cccc(Cl)c2)o1 (stereo unspecified)	4%	-0.3%	0%	2%	i	3%	i	15%	-4.4
CCn1c(C)c(C)c2cc(C(=O)NCC(C)c3ccccc3)ccc21 (stereo unspecified)	?	3.8%	-40%	7%	/	/	/	-24%	/
CCN(C(=O)Cn1nc(C(=O)O)c2ccccc2c1=O)C1CCCCC1	-3%	0.1%	-11%	0%	i	3%	i	-1%	1.9
CCOc1ccc(OCCCC(=O)N2CCN(S(=O)(=O)c3ccc(Cl)cc3)CC2)cc1	-4%	-0.1%	-2%	-4%	i	-2%	i	6%	0.1
CCN(C(=O)CSc1nc2ccccc2n1CC(=O)Nc1ccccc1C)c1ccccc1	/	0.5%	-13%	9%	/	/	i	-10%	/
Cc1cc(C)n(C(=O)/C(C#N)=C/N(C)C)n1	1%	-0.4%	1%	4%	i	-3%	i	-9%	-2.1
COc1ccc(C(C)(C)C)cc1NC(=O)c1ccoc1C	?	3.1%	-6%	-27%	i	-1%	i	-2%	0.7
CCOC(=O)c1cnc(-c2ccccc2)nc1C(F)(F)F	0%	6.2%	4%	4%	i	4%	i	11%	1.7
COC(=O)Cc1nc(Nc2ccccc2)sc1C	0%	3.0%	9%	-3%	i	0%	i	-17%	0.6
Cc1ccc(-n2ncc3c2ncn2nc(-c4ccco4)nc32)c(C)c1	1%	7.8%	1%	-7%	i	1%	i	8%	2.4
COCCN(C(=O)C1CCC1)c1nnc(-c2cccnc2)s1	-28%	-0.1%	6%	3%	i	/	i	11%	0.4
Cn1c(=O)c2c(ncn2CCC(=O)N/N=C/c2ccncc2)n(C)c1=O	-7%	-0.7%	18%	1%	i	1%	i	0%	-2.3
COc1ccc(OC)c(Nc2nc3nonc3nc2N2CCCCC2)c1	-22%	2.3%	1%	-5%	i	1%	i	4%	-3.9
O=C(Nc1cccc(Cl)c1Cl)c1cc2nc(-c3ccc4c(c3)OCO4)cc(C(F)(F)F)n2n1	-6%	-0.7%	2%	-2%	/	/	i	1%	/
N#C/C(=C\c1ccc([N+](=O)[O-])cc1)C(=O)NCCCn1ccnc1	-3%	2.0%	-7%	4%	i	3%	i	-19%	-2.0
COc1cc(OC)c(C(=O)OCC(=O)Nc2ccc(N3CCOCC3)cc2)cc1OC	-5%	-0.4%	-6%	0%	i	3%	i	-6%	-0.6

Complete entries from above. Order of values: Nrf2 inh, Nrf2 activator, HepG2 viability, A549 viability, pAkt inh, Mm-Cpn inhibitor, S2 tox, TGFb SMAD3 inh, CCT chaperon mod
Record of `COc1ccc(C(C)(C)C)cc1NC(=O)c1ccoc1C` = ?, 3.1%, -6%, -27%, i, -1%, i, -2%, 0.7
Record of `Cc1cc(C)n(C(=O)/C(C#N)=C/N(C)C)n1` = 1%, -0.4%, 1%, 4%, i, -3%, i, -9%, -2.1
Record of `CC(=O)NCCNc1nc(NC(C)C)nc2ccsc12` = /, -0.5%, 1%, /, i, /, i, -6%, -0.3
Record of `COc1ccccc1OCC(=O)NCCCn1ccnc1` = 6%, 0.2%, 14%, 24%, i, -6%, i, 2%, -0.9
Record of `Cc1ccc(-n2ncc3c2ncn2nc(-c4ccco4)nc32)c(C)c1` = 1%, 7.8%, 1%, -7%, i, 1%, i, 8%, 2.4
